# Assay outcomes deposited in PubChem BioAssay by National Center for Advancing Translational Sciences (NCATS).
# TCR activator = T cell receptor activation | Potency, µM (doses to about 9.22 µM), without a hit: at the highest dose activation of IL-2 secretion, usual class: activators | 330,000 tested, under 10 active | AID 504894 | primary human leukocytes, anti-CD3, IL-2 HTRF, 48 h; further: % of control where 0% means no effect
#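 Human primary leukocytes + a-CD3 beads + cpd, 48 hr; IL-2 in supernatant by HTRF (ex 320nm / em 665nm). No co-stimulatory signal supplied.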
# TSG101-PTAP inh = blocks PTAP/TSG101 interaction to inhibit HIV-1 budding; Q99816; Fluorescence polarization, FITC-PTAP peptide / Tsg101 binding; Potency, µM (series often up to 115 µM), for the others: at the top dose activity change, negative = inhibition, hits mostly inhibitors; 340,000 tested, under 10 active; active means well fitted inhibition curve with a large enough effect in the main read-out, with a control signal flat, not every such curve was filed as active; inconclusive means small, poorly fitted or top-dose-only effect, or effect the other way, or a change in a side signal; inactive means no such curve, though single readings can be large or run the other way; further: potency means the concentration at half of the fitted maximal effect; % of control where 0% means no effect
# Target sequence (Q99816 whole entry, looked up): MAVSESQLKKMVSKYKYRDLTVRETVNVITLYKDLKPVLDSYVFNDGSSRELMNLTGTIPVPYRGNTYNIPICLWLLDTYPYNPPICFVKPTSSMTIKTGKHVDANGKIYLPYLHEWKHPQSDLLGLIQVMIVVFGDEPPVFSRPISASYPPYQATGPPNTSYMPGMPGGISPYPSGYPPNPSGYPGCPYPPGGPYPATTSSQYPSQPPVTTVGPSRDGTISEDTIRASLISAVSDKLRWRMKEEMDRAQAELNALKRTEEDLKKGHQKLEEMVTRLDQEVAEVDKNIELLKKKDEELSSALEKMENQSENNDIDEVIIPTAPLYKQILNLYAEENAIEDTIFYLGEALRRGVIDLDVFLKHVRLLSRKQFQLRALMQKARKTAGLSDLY
#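 Compounds were pin-transferred onto Tsg101 binding domain (10 uM final) in HEPES pH 7.5 buffer, then FITC-PTAP peptide was added at 50 nM final. After 20 min at RT, polarization reported peptide displacement across a qHTS concentration series.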
# A-T KAP1 phos = potential ataxia-telangiectasia treatment | […] A-T fibroblasts, KAP-1 phosphorylation AlphaLISA; neocarzinostatin DNA damage 30 min before lysis | AID 485349 | Potency, µM (top dose mostly 57.5 µM), for the others: at the highest dose activation, actives largely listed as activators | 0.19% of 320,000 active; further: potency means the concentration at half of the fitted maximal effect; % of control where 0% means no effect; nearly all actives have a fitted effect of over 45% in size
#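 hTERT-immortalized A-T patient fibroblasts ([…]), 500 cells/well in OPTI-MEM, 1% FBS, got compounds for 60 min, then NCS for 30 min at 37C. Lysates were then assayed for phospho-KAP-1 by AlphaLISA (anti-pKAP1 donor, anti-KAP1 acceptor beads), 6 hr at 25C.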
# Integrin act MD = activators of alpha7 integrin expression for muscular dystrophy. alpha7betagal myoblasts, beta-gal FDG fluorescence, 48 h. Potency, µM (top dose mostly 38.3 µM), without a hit: top-dose activation, hits mostly activators. 0.064% of 350,000 active. AID 624291;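 further: potency means the concentration at half of the fitted maximal effect; 100% = response of the positive control SU9516; nearly all actives have a fitted effect of over 60% in size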
#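 alpha7betagal+/- myoblasts (passage 13, 250/well) treated 48 h at 37C with compounds at 1:260 dilution of DMSO stock. Lysed, then beta-galactosidase activity read as FDG fluorescence (ex 480/em 540) after 30 min, with pre-read for autofluorescence.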
# ELG1 repair inh = ELG1-dependent DNA repair inhibition | 2.3% of 330,000 active | Potency, µM (top dose mostly 46.1 µM), for inactives: at the top dose activity change, negative = inhibition, hits mostly inhibitors | HEK293T ELG1-luciferase reporter, luminescence, 16 h; DNA damage induced by 5-fluorouridine; further: potency means the concentration at half of the fitted maximal effect; on the % scale 0 is the no-effect control and ±100 the full control effect; nearly all actives have a fitted effect of over 55% in size
#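 Overnight (16 hr) co-exposure of 2,000 cells/well to 5-fluorouridine and compound at 37 °C preceded detection. Luciferase was quantified via ONE-Glo luminescence; loss of signal denotes inhibition.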
# TRPV1 agonist = agonists of human vanilloid receptor 1 (TRPV1); Q8NER1; TRPV1-expressing cells, Fluo-8 calcium influx, agonist mode; activation, % at 8.33 µM; 0.19% of 320,000 active; AID 540275; in the data active means activation above about 80%; inconclusive means between about 30% and that limit; further: 0% is about no effect
#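 Fluo-8 calcium influx in TRPV1-expressing cells, kinetic read (ex 480/em 520 nm). Compound added and read 3 min for agonist activity, followed by capsaicin at EC20 final and 2 min further read for enhancement.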
# MLL CXXC-DNA inh = inhibitors of human MLL CXXC domain-DNA interaction | Q03164 | MLL-CXXC / FITC-HOXA9 DNA fluorescence polarization | Potency, µM (doses to about 115 µM), inactives show at the highest dose activity change, negative = inhibition, most hits filed as inhibitors | 0.037% of 290,000 active; active means well fitted inhibition curve with a large enough effect in the polarisation, with a control signal flat, not every such curve was filed as active; inconclusive means small, poorly fitted or top-dose-only effect, or effect the other way, or a change in a side signal; inactive means no such curve, though single readings can be large or run the other way; the % refers to the polarisation; further: potency means the concentration at half of the fitted maximal effect
#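 Steps: dispense CXXC domain solution (7 uM) → pin compounds or unlabeled HOX-A9 DNA control → 5 min ambient → add FLSN-HOX-A9 solution (50 nM) → spin → 30 min ambient → fluorescence polarization. Tris pH 7.5/NaCl/DTT/BSA buffer.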
# BRCA1 expr act = activators of BRCA1 expression. MCF7-BRCA1-FFLuc reporter, luminescence, 48 h; response scale: scaled: vehicle 0%, 10 µM genistein 100%. Potency, µM (titrated, usually from 46.1 µM), inactives show at the top dose activation, usual class: activators. 1.1% of 380,000 active. AID 624202; further: potency means the concentration at half of the fitted maximal effect; nearly all actives have a fitted effect of over 80% in size; some results filed as inactive show a strong effect at the top dose
#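 Compounds are tested at multiple concentrations on MCF7 BRCA1-luciferase reporter cells seeded at 2000 per well; after 48 h, a single luminescence end-point is taken and curves fitted to the normalized data.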
# B2AR arrestin = recruits beta-arrestin to the human beta2-adrenergic receptor; P07550; beta-arrestin recruitment to beta2AR, cell-based reporter; Potency, µM (titrated, usually from 46.1 µM), inactives show at the top dose activation, usual class: activators; 0.02% of 330,000 active; AID 492947;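 further: potency means the concentration at half of the fitted maximal effect; 0% = DMSO controls and full agonism = EC100 isoproterenol or metaproterenol; nearly all actives have a fitted effect of over 65% in size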
# Target sequence (P07550 whole entry, looked up): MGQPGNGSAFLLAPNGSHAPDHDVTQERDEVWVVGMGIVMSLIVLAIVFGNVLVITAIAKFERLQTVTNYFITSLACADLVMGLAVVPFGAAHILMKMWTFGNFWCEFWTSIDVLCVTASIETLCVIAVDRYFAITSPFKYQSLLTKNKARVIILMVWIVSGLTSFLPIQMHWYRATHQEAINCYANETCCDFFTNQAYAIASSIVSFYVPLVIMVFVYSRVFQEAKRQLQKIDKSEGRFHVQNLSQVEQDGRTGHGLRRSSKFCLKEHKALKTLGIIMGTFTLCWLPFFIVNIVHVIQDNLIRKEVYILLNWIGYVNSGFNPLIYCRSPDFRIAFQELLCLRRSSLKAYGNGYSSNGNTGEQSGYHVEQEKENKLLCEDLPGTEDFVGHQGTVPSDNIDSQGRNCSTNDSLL
# p53 reactivation = re-activators of mutant p53. H1299 p53-A138V BP100-luciferase reporter, luminescence, 24 h. Potency, µM (highest dose often 92.2 µM), for the others: at the highest dose activity change, positive = activation, usual class: activators. 0.063% of 320,000 active. AID 504706; further: potency means the concentration at half of the fitted maximal effect; % of control where 0% means no effect; nearly all actives have a fitted effect of over 45% in size
#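 p53-null H1299 cells stably carrying temperature-sensitive p53-A138V and a BP100-luciferase reporter were pinned with compounds (4-point, 1:5 series) and held 24 hrs at 37 deg C. Luminescence was read 10 min after detection reagent.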
# * = called active by the depositor; u = inconclusive; x = no result given; [ ] = remark or other dose. Unless noted, the call rests on the fitted dose curve; in most records, active means well fitted curve in the direction sought with a large enough effect; inconclusive means small, poorly fitted or top-dose-only effect, or another doubt; inactive means no such curve, though single readings can be large; an effect the other way counts as inactive or inconclusive. An unsorted share of the library. About 3.8% of those tested had a hit in this group.
structure	A-T KAP1 phos	TSG101-PTAP inh	Integrin act MD	ELG1 repair inh	TRPV1 agonist	p53 reactivation	MLL CXXC-DNA inh	B2AR arrestin	TCR activator	BRCA1 expr act
Cc1cc(-c2csc(N)n2)c(C)n1-c1ccc(Cl)c(Cl)c1	3%	-1%	-8%	u	-2	4%	3%	-0.6%	5%[46.1 µM]	-23%
CCOC(=O)N1CCN(c2c(NCCCN(CC)c3cccc(C)c3)c(=O)c2=O)CC1	x	-4%	-3%[7.66 µM]	-23%	0	-2%	-2%	-0.2%	-8%	-2%
Cc1ccc(CN2CCC(n3nccc3NC(=O)c3ccc4c(c3)OCO4)CC2)o1	4%	x	-21%	-6%	-4	18%	-1%	-1.2%	-2%	-19%
COc1cccc(CC(NC(C)=O)C(=O)NC2CCN(S(=O)(=O)c3ccc4ccccc4c3)CC2)c1 (stereo not given)	7%	-2%	-23%	-9%	-4	-5%	0%	-0.1%	0%	-11%
CC1CCc2c(sc3ncnc(NCCN4CCOCC4)c23)C1 (stereo not given)	-11%	-7%	-9%	-3%	8	-1%	0%	-0.1%	0%	-4%
COc1cc(/C=N/NC(=O)c2nnn(-c3nonc3N)c2C(C)C)ccc1O	-6%	1%	16%	-11%	u	-6%	5%	0.8%	1%	-6%
Cc1cccc(CCNC(=O)c2cccc(N3CCCC3=O)c2)c1	10%	-4%	25%	u	3	25%	1%	0.4%	4%	u
CCC(=O)N(Cc1ccco1)Cc1cc2cc3c(cc2[nH]c1=O)OCO3	4%	1%	-23%	-1%	0	-3%	-2%	-0.3%	9%	-29%
Cc1ccc([C@@H]2CC=C(C(=O)O)[C@H](c3ccc(F)cc3)N2S(=O)(=O)c2ccccc2C)cc1	5%	-2%	-7%	-4%	x	-1%	x	6.5%	-1%	16%
CN(Cc1ccco1)S(=O)(=O)c1ccc(CN2C(=O)c3cccnc3C2=O)s1	-1%	-3%	-24%	u	1	2%	-5%	0.3%	-4%	-24%
CCc1ccc(NC(=O)Cn2ncn3c(cc4ccccc43)c2=O)cc1	15%	-6%	10%	-9%	25	2%	5%	0.1%	-4%	0%
O=C(COc1ccc(F)cc1)N1c2ccccc2CCc2ccccc21	4%	0%	4%	-28%	24	-5%	-3%	-0.3%	0%[46.1 µM]	-16%
CCOc1ccc(OCCC(=O)OCC(=O)c2c(N)n(C)c(=O)n(C)c2=O)cc1	-9%	-4%	15%	18%	-1	3%	x	-0.9%	2%	-5%
CCC(C)NC(=O)C(NS(=O)(=O)c1ccc2c(c1)c(=O)n(C)c(=O)n2C)c1ccccc1 (stereo not given)	10%	0%	8%	-4%	1	-1%	10%	-0.7%	3%	1%
Cc1ccc(NC(=O)c2ccc(CSc3ccccn3)cc2)c(O)c1	0%	0%	-38%	-7%	u	2%	-12%	-0.1%	-187%	14%

structure	A-T KAP1 phos	TSG101-PTAP inh	Integrin act MD	ELG1 repair inh	TRPV1 agonist	p53 reactivation	MLL CXXC-DNA inh	B2AR arrestin	TCR activator	BRCA1 expr act
COc1ccccc1C(C)N(C)Cc1nc(COc2ccccc2)no1 (stereo not given)	3%	-3%	u	8%	7	1%	-5%	-0.9%	-2%	-2%
Cc1cccc(NC(=O)CSc2cn[nH]n2)c1	3%	-6%	33%	-4%	-1	3%	2%	-0.5%	-2%	-6%
COC(=O)c1ccc(N(CC(=O)NCC2CCCO2)C(=O)CCC(=O)Nc2cc(C)on2)cc1 (stereo not given)	2%	-1%	9%	7%	3	3%	4%	-0.2%	1%	7%
OCCOCCOc1cccc2[nH]ccc12	0%	-2%	-12%	12%	1	17%	-4%	0.3%	-3%	28%
COC(=O)Cc1c(O)ccn(CCc2ccc(S(N)(=O)=O)cc2)c1=O	15%	-5%	6%	-1%	1	1%	-7%	-0.1%	3%	10%
CCc1ccc(OCC(=O)NNC(=O)c2ccc(-n3cncn3)c([N+](=O)[O-])c2)cc1	x	-5%	16%	x	x	x	x	x	12%	2%
O=C(CNC(=O)c1ccccc1)N/N=C/C=C/c1ccccc1	1%	-8%	0%	-3%	1	4%	-1%	0.4%	6%	-11%
Cc1nc(NNC(=O)c2ccc(Cl)cc2Cl)cc(-c2ccccc2)n1	3%	-4%	5%	5%	-2	-3%	u	0.0%	1%	-6%
CC(NC(=O)c1cccc(F)c1)C1CC2CCC1C2 (stereo not given)	x	1%	u	x	x	x	x	x	1%	-6%
CCCCN(C)CCOc1ccccc1OCC	x	-5%	-15%	1%	-5	3%	-6%	-0.5%	-4%[46.1 µM]	-4%
CCOC(=O)C1=C(C)N(c2ccccc2)C(=O)C1	-1%	-1%	-10%	16%	-1	22%	3%	-0.4%	-3%[46.1 µM]	-1%
CN(C)CCCNS(=O)(=O)c1cc(Cl)c(Cl)cc1Cl	-1%	-3%	-16%	-6%	2	0%	-17%	-0.7%	-12%	1%
Oc1ccc(/C=N/n2cnn(Cc3ccccc3Cl)c2=S)c(O)c1	-16%	-5%	20%	4%	21	9%	7%	-0.4%	7%[46.1 µM]	-3%
O=C(NCCc1ccco1)c1nn(Cc2ccccc2)c(=O)c2ccccc12	-1%	-3%	-2%	u	2	3%	-4%	-0.2%	10%	2%
CC(C)N(C(=O)[C@H]1C[C@H](CC(=O)NCc2ccco2)C(=O)N2CCc3c([nH]c4cc(CCC(=O)N(C)C)ccc34)[C@]12C)C(C)C	10%[11.5 µM]	-1%	-10%	u	x	11%	x	-1.0%	-2%[46.1 µM]	-8%

structure	A-T KAP1 phos	TSG101-PTAP inh	Integrin act MD	ELG1 repair inh	TRPV1 agonist	p53 reactivation	MLL CXXC-DNA inh	B2AR arrestin	TCR activator	BRCA1 expr act
Cc1cc(CNC(=O)c2cccc([N+](=O)[O-])c2)c2ccccc2n1	6%	-3%	17%	u	-13	-5%	5%	-0.6%	0%	-17%
COc1ccc(S(=O)(=O)N2CCN(C(=O)c3ccco3)CC2)cc1OC	1%	-3%	-2%	-13%	-2	-2%	19%	0.3%	5%	15%
NC(=NC(=O)c1ccc(OCC(F)(F)F)nc1)c1ccc(Cl)cc1	-14%	1%	u	7%	12	-1%	-5%	0.3%	-1%	-1%
Cc1ccc(S(=O)(=O)NC(=O)COc2ccc(Cl)cc2Cl)cc1	4%	-13%	20%	2%	8	-15%	-3%	-0.5%	2%	18%
O=S(=O)(CCSc1nc2ccccc2o1)Cc1ccccc1	2%	-11%	-37%	-6%	0	-9%	-5%	-0.2%	-2%	11%
N/C(COc1ncn(-c2ccccc2)n1)=N\S(=O)(=O)c1ccccc1	11%	-1%	21%	-8%	1	17%	-4%	-1.1%	5%	0%
Cc1cn(CC(=O)NCc2ccccc2)c(=O)[nH]c1=O	x	-1%	-14%	x	x	x	x	x	3%	0%
Cc1nccn1CC(O)COc1ccccc1 (stereo not given)	-6%	0%	-4%	-2%	2	8%	0%	0.0%	4%[46.1 µM]	-14%
Cc1ccc(-n2nc3c(=O)n(C(C)C(=O)NCCCc4ccccc4)nc(C)c3c2C)cc1 (stereo not given)	4%	-4%	-33%	u	-1	0%	6%	0.3%	-3%	-39%
COc1ccc2cc3cc(C(=O)NCCN4CCN(c5ccccc5F)CC4)oc3nc2c1	0%	-3%	-46%[inhibitor]	u	1	-3%	25%	0.0%	3%	-96%
Clc1nc(CN2CCOCC2)nc2sc3c(c12)CCC3	-11%	-2%	-50%[inhibitor]	1%	3	-1%	18%	-0.1%	9%	-13%
CN(CCNC(=O)C1CC(=O)N(C2CCCC2)C1)Cc1ccccc1 (stereo not given)	x	-1%	15%	x	x	x	x	x	-3%	4%
CN(C(=O)COC(=O)c1sc2ccccc2c1Cl)C1CCCCC1	7%	-7%	28%	9%	13	-4%	2%	-0.2%	-10%[46.1 µM]	2%
C=CCn1c(SCC(=O)NCc2ccco2)nnc1-c1ccc2ccccc2n1	-3%	-4%	-15%	u	11	1%	9%	0.1%	11%	-31%
COc1ccc(S(=O)(=O)N2CCC(C(=O)N3CCN(C)CC3)CC2)cc1Cl	-1%	-2%	-9%	-3%	-2	-11%	-2%	0.6%	4%	9%
O=C(Nc1ccc(Cl)cc1)OCc1cc(-c2ccccc2)on1	9%	4%	17%	4%	12	2%	10%	0.3%	-3%	60%
N[C@@H](CO)c1cn([C@@H](Cc2cc3ccccc3[nH]2)C(=O)N2CCNCC2)nn1	-23%	-4%	-24%	0%	-3	-4%	-8%	-0.3%	6%	2%
CC(=O)c1c(N2CCOCC2)nc(=S)n(-c2ccc([N+](=O)[O-])cc2)c1C	-1%	-5%	22%	14%	-2	1%	-1%	0.0%	-2%	-17%

# Some values from the list:
# Value of `Clc1nc(CN2CCOCC2)nc2sc3c(c12)CCC3` under A-T KAP1 phos: -11%
# Value of `CN(C)CCCNS(=O)(=O)c1cc(Cl)c(Cl)cc1Cl` under BRCA1 expr act: 1%
